D2 agonist – activates the human D2 dopamine receptor. P14416. HEK293 T-REx D2 cells, calcium flux agonist mode. activation, % at 2 µM. hit rate 0.53% among 340,000;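 active = activation over 3 SD above normal in the single-dose calcium agonist read, cut at about 30% in these data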; note: 0% is about no effect
Target sequence (P14416 whole entry, looked up): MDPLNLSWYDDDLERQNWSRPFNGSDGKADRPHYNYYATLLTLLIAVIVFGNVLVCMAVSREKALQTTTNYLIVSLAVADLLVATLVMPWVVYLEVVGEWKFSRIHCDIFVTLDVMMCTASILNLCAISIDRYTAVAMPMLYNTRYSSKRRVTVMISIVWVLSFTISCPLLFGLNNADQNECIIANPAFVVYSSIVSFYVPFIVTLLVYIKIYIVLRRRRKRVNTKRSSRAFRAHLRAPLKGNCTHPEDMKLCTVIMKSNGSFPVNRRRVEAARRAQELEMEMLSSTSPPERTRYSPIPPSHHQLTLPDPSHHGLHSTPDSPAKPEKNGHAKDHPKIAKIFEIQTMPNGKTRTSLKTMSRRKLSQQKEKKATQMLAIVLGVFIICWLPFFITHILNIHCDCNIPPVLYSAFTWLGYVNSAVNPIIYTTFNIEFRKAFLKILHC
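Tetracycline-induced HEK293 T-REx cells with force-coupled D2 receptor, plated overnight at 30 C, loaded with no-wash calcium dye. After a 10 s baseline, compound was pin-added and calcium flux read kinetically for 180 s; calcium rises flagged agonists.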
D1 PAM – human D1 dopamine receptor positive modulation; AID 504651; HEK293 TREx D1 cells, calcium flux, dopamine EC20 potentiation; P21728; hit rate 0.036% among 360,000; potentiation, % at 10 µM; in the data active = potentiation above about 30%; note: 0% is about no effect
TRHR PAM – TRH receptor (human) allosteric enhancement | TRHR cells, fluo-8 calcium fluorescence, EC20 TRH enhancement | hit rate 0.66% among 360,000 | enhancement, % at 2 µM | P34981; in the data active = enhancement above about 30%; note: 0% is about no effect
Target sequence (P34981 whole entry, looked up): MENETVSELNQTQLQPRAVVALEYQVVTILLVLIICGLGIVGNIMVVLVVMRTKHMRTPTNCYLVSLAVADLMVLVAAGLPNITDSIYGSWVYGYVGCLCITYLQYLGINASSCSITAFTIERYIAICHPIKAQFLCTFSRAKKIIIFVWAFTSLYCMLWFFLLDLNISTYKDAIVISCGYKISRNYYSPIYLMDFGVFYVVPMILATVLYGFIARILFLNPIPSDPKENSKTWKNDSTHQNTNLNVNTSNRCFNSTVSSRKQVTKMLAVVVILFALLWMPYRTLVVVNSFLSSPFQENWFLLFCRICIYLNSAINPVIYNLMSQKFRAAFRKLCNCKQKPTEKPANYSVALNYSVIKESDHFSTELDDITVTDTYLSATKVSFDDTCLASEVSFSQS
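TRHR-expressing cells loaded with fluo-8 calcium dye were read kinetically (ex 480/em 530) during compound addition, then stimulated with an EC20 of TRH (10 nM final). Enhancement of the Gq-mediated intracellular calcium response was scored.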
D1 ag – agonists of human D1 dopamine receptor; P21728; HEK293 T-REx D1 cells, calcium flux, agonist mode; activation, % at 2 µM; hit rate 1% among 360,000; AID 504660; in the data active = activation above about 30%; note: 0% is about no effect
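Tetracycline-induced HEK293 TREx D1 cells, force-coupled to calcium signalling, were dye-loaded with a no-wash calcium kit. Compound was pin-added after a 10 s baseline. Fluorescence was read kinetically at 1 cycle/s for 180 s, with calcium rises flagged as agonism.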
RXFP1 agonist – RXFP1 (human) receptor agonism; hit rate 0.3% among 370,000; HEK293T-RXFP1 cAMP TR-FRET, 30 min; response scale: percent of porcine relaxin response, buffer zero; Potency, µM (top dose mostly 57.5 µM), without a hit: top-dose activation, actives largely listed as activators; Q9HBX9; active = well fitted activation curve with a large enough effect; inconclusive = small, poorly fitted or top-dose-only effect; note: potency is the fitted concentration of half-maximal effect; % is set by controls: 0 for no effect and ±100 for the full control effect; nearly all actives have a fitted effect of over 60% in size; many of its hits are not listed in these tables
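Agonist response is measured as cAMP accumulation in an RXFP1-transfected HEK293T line under PDE4 inhibition. Values are scaled between buffer-only and 29 nM porcine relaxin, and EC50s come from standard Hill equation fits.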
D2 PAM – D2 dopamine receptor (human) potentiation. P14416. HEK293 T-REx D2, calcium flux, EC20 dopamine potentiation. potentiation, % at 10 µM. hit rate 0.34% among 340,000. AID 485347;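 active = potentiation over 3 SD above the plate norm, cut at about 30% in these data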; note: 0% is about no effect
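Tetracycline-induced HEK293 T-REx cells force-coupled to calcium signalling expressed D2; compounds were pin-added after a 10 s baseline, read kinetically 180 s, then an EC20 dopamine challenge followed with a further 180 s calcium read.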
RXFP1 antag – blocks the human relaxin receptor RXFP1; Q9HBX9; hit rate 0.59% among 350,000; HEK293-RXFP1, relaxin-stimulated cAMP HTRF, 30 min; hits give low values; activity change, negative = inhibition, % at 57.5 µM;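 active = activity change of -60% or lower, but not beyond a set lower limit; inconclusive = change between -60% and -40%, or beyond the set limit; inactive = change above -40%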; note: % is set by controls: 0 for no effect and ±100 for the full control effect
D1 antagonist – human D1 dopamine receptor antagonism; HEK293 TREx D1 cells, calcium flux, dopamine EC80; hits give low values; activity change, negative = inhibition, % at 10 µM; hit rate 3.2% among 360,000; AID 504652; in the data active = activity change below about -30%; note: % is set by controls: 0 for no effect and ±100 for the full control effect
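Cells carrying a force-coupled, tetracycline-inducible human D1 receptor report calcium flux. Each well gets a 10 s baseline, compound with 180 s monitoring, then an EC80 dopamine stimulus with a second 180 s kinetic read.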
D2 antag – antagonists of human D2 dopamine receptor; P14416; HEK293 TREx D2 cells, calcium flux, dopamine EC80; inhibition, % at 10 µM; hit rate 2% among 340,000; AID 485344; in the data active = inhibition above about 30%; note: 0% is about no effect
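HEK293 T-REx D2 cells, tet-induced, calcium dye no-wash. Cpd pintool add, 180 s kinetic, then EC80 DA, 180 s kinetic. Ca flux read.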
The depositor's hits bear a star; ? = inconclusive; nt = not tested or not shown; [ ] = remark or other dose. A portion of the library. The share of hits here may be higher or lower than overall.

1. CCc1ccc(C2=NN(CCC(=O)NCc3cccs3)C(=O)CC2)cc1
2. NC(=O)c1ccsc1NC(=O)COc1ccccc1
3. CN(CC1COc2ccccc2O1)C(=O)c1cc(COc2c(F)cccc2F)on1 (configuration not stated)
4. Cc1cccc(OC(=O)c2cccnc2)c1
5. COC(=O)[C@H](CCSC)NC(=O)N1CCC(C)CC1
6. Cc1ccc(NC(=O)c2c([N+](=O)[O-])c(C(C)(C)C)nn2C)cc1

Assay by compound,1,2,3,4,5,6
D2 agonist,-1.6,-0.3,0.2,0.6,-0.6,nt
D1 PAM,1,-4,-3,0,-10,-7
TRHR PAM,-12,-6,0,18,-2,-1
D1 ag,-3,1,18,0,-2,3
RXFP1 agonist,-1.0%,0.7%,2.8%,-1.3%,0.6%,0.6%
D2 PAM,8,-7,-3,1,9,nt
RXFP1 antag,2,11,-3,5,-12,-17
D1 antagonist,33,-3,-46*,11,-6,0
D2 antag,19,4,-8,-9,7,nt

7. O=C(CSC(=S)N1CCOCC1)c1ccccc1
8. O=C(O)CN1CCN(Cc2cccc(Cl)c2)C1=O
9. Cc1ccc(CNC(=O)CSc2nnc3c(n2)[nH]c2ccccc23)cc1
10. O=S(=O)(c1ccccc1)N1CCC(n2nnc3cc(F)ccc32)CC1
11. CC1CN(C(=O)C2CCCC2)C(C)CN1C(=O)C1CCCC1 (configuration not stated)
12. CN1CCN(S(=O)(=O)c2ccc(C(F)(F)F)cc2)C(c2ccccc2)C1 (configuration not stated)

Assay by compound,7,8,9,10,11,12
D2 agonist,-0.9,-0.5,0.6,0.2,0.1,0.1
D1 PAM,-6,-8,-7,-8,-4,-2
TRHR PAM,8,6,-2,3,-3,0
D1 ag,5,2,3,-1,1,0
RXFP1 agonist,0.4%,0.0%,0.9%,-0.2%,0.9%,1.3%
D2 PAM,16,-9,2,-13,-9,-2
RXFP1 antag,nt,18,-15,22,5,-22
D1 antagonist,2,3,-2,-7,2,-21
D2 antag,-12,-18,14,14,4,-11

13. COCCN1C(=O)c2ccccc2C(C(=O)NCCCN2CCCC2=O)C1c1c[nH]c2ccccc12 (configuration not stated)
14. COc1ccc(-c2nnc(SCC(=O)c3cccs3)o2)cc1
15. CC(C)(C)c1ccc(NC(=O)CSc2n[nH]c(=O)n2-c2cccnc2)cc1
16. COc1ccc(-n2c(C)cc(=O)c3c2CC(C)(C)CC3=O)cc1
17. COc1ccccc1/C=C/C=N/n1c(-c2ccncc2)n[nH]c1=S
18. COc1ccc(C(C(=O)NC2CCCC2)N(C(=O)c2csnn2)C2CC2)cc1 (configuration not stated)

Assay by compound,13,14,15,16,17,18
D2 agonist,4.4,17,0.6,-0.5,-0.5,1.8
D1 PAM,-3,1,3,-5,-3,nt
TRHR PAM,1,12,4,-5,10,-3
D1 ag,0,1,1,6,1,3
RXFP1 agonist,-3.4%,3.8%,0.0%,-0.4%,1.3%,1.1%
D2 PAM,7,5,15,-8,10,-5
RXFP1 antag,8,-9,-5,6,-11,-4
D1 antagonist,-4,6,-20,17,-3,0
D2 antag,1,5,-21,-7,7,-6

19. COCCNC(=O)CN1C(=O)NC2(CCCc3ccccc32)C1=O (configuration not stated)
20. O=C(N1CCOCC1)N1CCC(n2nnc3cc(F)ccc32)CC1
21. CCOC(=O)CCCCC(=O)c1[nH]c(=O)[nH]c1CSc1nc(C)cc(=O)[nH]1
22. CNC(=O)c1ccc2snnc2c1
23. Cc1ccccc1-c1cc(C(=O)Nc2sc(C)c(C)c2C(N)=O)c2ccccc2n1
24. Cc1nnc(SCC2=C(C(=O)O)N3C(=O)C(NC(=O)c4cc(F)c(F)cc4Cl)C3SC2)s1 (configuration not stated)

Assay by compound,19,20,21,22,23,24
D2 agonist,1.1,nt,-0.4,-1.5,1.0,-0.2
D1 PAM,-3,4,-1,nt,3,-4
TRHR PAM,3,5,3,-3,-1,-5
D1 ag,1,1,4,4,-1,6
RXFP1 agonist,-0.5%,1.3%,1.6%,0.1%,2.7%,-0.7%
D2 PAM,18,1,2,5,5,-2
RXFP1 antag,37,3,25,-1,-16,1
D1 antagonist,8,8,13,2,19,20
D2 antag,-15,nt,-2,8,-13,23

25. O=[N+]([O-])c1cc(S(=O)(=O)NCCN2CCOCC2)ccc1Cl
26. O=C(Nc1ccc(N2CCN(C(=O)c3cccs3)CC2)cc1)c1ccc([N+](=O)[O-])o1
27. Cc1c(C(=O)N2CCC(C)CC2)c(S(=O)(=O)N(Cc2ccccc2)C(C)(C)C)c(C)n1C
28. CCCCCCNCc1c(F)cccc1Cl
29. CC1(c2nnc(-c3ccc(Cl)cc3)o2)CC(c2ccncc2)=NO1 (configuration not stated)
30. CC(=O)Nc1cccc(/C(C)=N/NC(=O)c2cc(-c3ccncc3)nc3ccccc23)c1

Assay by compound,25,26,27,28,29,30
D2 agonist,1.7,-0.2,nt,0.1,-1.6,0.0
D1 PAM,-6,20,0,0,2,2
TRHR PAM,0,-3,-7,-3,4,-3
D1 ag,6,5,8,2,5,4
RXFP1 agonist,0.2%,-0.6%,1.9%,0.8%,0.4%,-0.3%
D2 PAM,1,-1,16,-31,0,3
RXFP1 antag,-11,nt,-10,7,nt,0
D1 antagonist,-2,-16,2,-10,4,-10
D2 antag,0,12,nt,-12,2,-8

31. COc1ccc(NC(=O)c2nnn(CC(=O)Nc3ccc4c(c3)OCO4)c2N)c(OC)c1
32. CCOC(=O)Cn1nc(C(F)F)c(Br)c1C
33. CCCCC(=O)Nc1nc(C)c(-c2csc(Nc3cc(Cl)ccc3OC)n2)s1
34. Cc1cc(S(=O)(=O)Nc2ccc(C(=O)N3CCN(c4ccccc4O)CC3)cc2)ccc1F
35. N#CC(c1ccc(F)cc1)c1ccc(C(=O)c2ccccc2)cc1 (configuration not stated)
36. O=C(NC(=S)Nc1cccnc1Cl)c1ccc(F)cc1

Assay by compound,31,32,33,34,35,36
D2 agonist,1.0,-0.1,nt,1.2,0.5,0.4
D1 PAM,-6,-6,-4,-3,-3,-3
TRHR PAM,8,-3,0,0,-10,24
D1 ag,1,3,3,1,12,-4
RXFP1 agonist,-0.3%,0.1%,0.2%,1.9%,8.7%,2.0%
D2 PAM,11,-3,nt,1,-16,5
RXFP1 antag,-17,-2,nt,4,-5,-3
D1 antagonist,-1,28,-3,7,-19,0
D2 antag,-21,15,nt,4,-2,5

37. CNC(=S)NCc1ccc2[nH]c3c(c2c1)CCCC3
38. COc1ccc(F)cc1S(=O)(=O)Nc1cccc(-c2ccc(N3CCC(C)CC3)nn2)c1
39. c1cc2nnnn2nc1N1CCCCCC1
40. CC(C)(C)NC(=O)NC(=O)CN1CCN(c2ccccc2O)CC1
41. Cc1ccc2occ(C(c3nnnn3C3CCCC3)N3CCN(C(=O)c4ccco4)CC3)c(=O)c2c1 (configuration not stated)
42. CCN(CC)c1cccc(OCC(=O)N(C)CCC#N)c1

Assay by compound,37,38,39,40,41,42
D2 agonist,1.0,-0.2,0.5,nt,1.0,nt
D1 PAM,-3,0,2,-5,-3,-1
TRHR PAM,-3,6,4,1,3,-5
D1 ag,10,2,0,1,0,10
RXFP1 agonist,3.0%,-2.7%,-0.7%,-0.4%,0.4%,0.0%
D2 PAM,0,1,29,nt,11,nt
RXFP1 antag,-2,-9,0,-6,20,-17
D1 antagonist,13,8,17,-11,10,-1
D2 antag,-10,nt,6,nt,11,nt

43. Cc1cc(NC(=O)Nc2cc(Cl)ccc2C)no1
44. Cc1ccccc1NC(=O)c1c(C)oc2ccc(O)c(CN3CCCCCC3)c12
45. Cc1ccc(S(=O)(=O)N2CCOCC2)cc1NC(=O)CSc1ccccn1
46. Cc1ccc(S(=O)(=O)N(C)c2ccccc2C(=O)Nc2ccc(F)cc2F)cc1
47. O=c1[nH]c2c(s1)C(c1ccco1)C1C3CCC(C3)C1S2 (configuration not stated)
48. O=C(NCC1CCCO1)c1ccc(N2C(=O)C3CCCCC3C2=O)cc1 (configuration not stated)
49. Cc1ccc(S(=O)(=O)NC(=O)Nc2ccc(N(C)C)cc2)cc1

Assay by compound,43,44,45,46,47,48,49
D2 agonist,nt,-1.3,0.2,0.4,0.9,-0.1,0.2
D1 PAM,0,-1,-4,-4,-6,4,-4
TRHR PAM,5,7,3,-2,0,0,5
D1 ag,35*,5,1,9,2,-2,1
RXFP1 agonist,2.9%,-1.7%,0.6%,-0.6%,0.1%,-1.1%,-35%[inhibitor]
D2 PAM,nt,18,6,-2,2,3,3
RXFP1 antag,-6,-1,-5,1,-12,-5,?
D1 antagonist,-10,1,8,-5,0,-8,7
D2 antag,nt,nt,2,7,-7,1,2

Structural class, the entries above with an aryl thioether with sulfur outside any ring
9. Cc1ccc(CNC(=O)CSc2nnc3c(n2)[nH]c2ccccc23)cc1
14. COc1ccc(-c2nnc(SCC(=O)c3cccs3)o2)cc1
15. CC(C)(C)c1ccc(NC(=O)CSc2n[nH]c(=O)n2-c2cccnc2)cc1
21. CCOC(=O)CCCCC(=O)c1[nH]c(=O)[nH]c1CSc1nc(C)cc(=O)[nH]1
24. Cc1nnc(SCC2=C(C(=O)O)N3C(=O)C(NC(=O)c4cc(F)c(F)cc4Cl)C3SC2)s1 (configuration not stated)
45. Cc1ccc(S(=O)(=O)N2CCOCC2)cc1NC(=O)CSc1ccccn1

Assay by compound,9,14,15,21,24,45
D2 agonist,0.6,17,0.6,-0.4,-0.2,0.2
D1 PAM,-7,1,3,-1,-4,-4
TRHR PAM,-2,12,4,3,-5,3
D1 ag,3,1,1,4,6,1
RXFP1 agonist,0.9%,3.8%,0.0%,1.6%,-0.7%,0.6%
D2 PAM,2,5,15,2,-2,6
RXFP1 antag,-15,-9,-5,25,1,-5
D1 antagonist,-2,6,-20,13,20,8
D2 antag,14,5,-21,-2,23,2

An excerpt from above in order of their number in RXFP1 agonist, rising:
#	SMILES	D1 PAM	TRHR PAM	D1 ag	RXFP1 agonist	D2 PAM	RXFP1 antag	D1 antagonist	D2 antag
44	Cc1ccccc1NC(=O)c1c(C)oc2ccc(O)c(CN3CCCCCC3)c12	-1	7	5	-1.7%	18	-1	1	nt
48	O=C(NCC1CCCO1)c1ccc(N2C(=O)C3CCCCC3C2=O)cc1 (configuration not stated)	4	0	-2	-1.1%	3	-5	-8	1
45	Cc1ccc(S(=O)(=O)N2CCOCC2)cc1NC(=O)CSc1ccccn1	-4	3	1	0.6%	6	-5	8	2
